# M5 ag: human M5 muscarinic receptor agonists, primary screen, CHO-K1 cells, Fluo-8 calcium fluorescence | activation, % at 3 µM | CHO-K1 hM5 cells; 0% DMSO wells, 100% maximal acetylcholine response | Muscarinic acetylcholine receptor M5 (Homo sapiens), P08912 | hit rate 0.19% among 360,000 | AID 624037, 2012;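 active = activation above the run's mean over test compounds plus 3 SD, cut at about 23% in these data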;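 also: signal is peak over basal fluorescence ratio across the kinetic read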
# M4 antag: human M4 muscarinic receptor antagonists, primary screen, CHO cells, Fluo-8 calcium fluorescence | hit rate 0.73% among 360,000 | inhibition, % at 3 µM | CHO-hM4 cells, ACh EC80;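 active = inhibition above its plate's cutoff, the mean inhibition of sample wells plus 3 SD, cut at about 27% in these data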;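 also: 0% = acetylcholine EC80 with DMSO and 100% = DMSO without agonist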
# CHRM4 PAM: human M4 muscarinic receptor positive allosteric modulators, primary screen, CHO-K1 cells, Fluo-8 calcium fluorescence. Muscarinic acetylcholine receptor M4 (Homo sapiens), P08173. CHO-K1 hM4/Gqi5, ACh EC20; 0% = ACh EC20, 100% = maximal ACh. activation, % at 3 µM. hit rate 0.4% among 360,000. AID 624126, 2012;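 active = activation above its plate's cutoff, the mean activation of sample wells plus 3 SD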; also: some results filed as inactive read as strong as hits
# M5 antag: human M5 muscarinic receptor antagonists, primary screen, CHO cells, Fluo-8 calcium fluorescence. Muscarinic acetylcholine receptor M5 (Homo sapiens), P08912. CHO-hM5 cells, ACh EC80. inhibition, % at 3 µM. hit rate 0.59% among 360,000;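 active = inhibition above a per-plate cutoff, the mean of that plate's test compounds plus 3 SD, cut at about 27% in these data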;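 also: 0% = acetylcholine EC80 with DMSO and 100% = DMSO without agonist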
# IDE cell inh: human IDE inhibitors in live cells, primary screen, fluorescence polarization, HEK cells, FAbetaB substrate; hit rate 0.41% among 320,000; FAbetaB cleavage; inhibition, % at 5.59 µM; AID 434962, 2010;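 active = percent inhibition above the average of all tested compounds plus 3 SD, set per screening campaign, cut at about 16% in these data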;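 also: IDE supplied by intact live HEK cells; FP after avidin binding of uncleaved biotin substrate so inhibition keeps polarization high; 0% = DMSO wells and 100% = 60 µM reference IDE inhibitor Ii1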
# Target sequence (P14735 whole entry, looked up): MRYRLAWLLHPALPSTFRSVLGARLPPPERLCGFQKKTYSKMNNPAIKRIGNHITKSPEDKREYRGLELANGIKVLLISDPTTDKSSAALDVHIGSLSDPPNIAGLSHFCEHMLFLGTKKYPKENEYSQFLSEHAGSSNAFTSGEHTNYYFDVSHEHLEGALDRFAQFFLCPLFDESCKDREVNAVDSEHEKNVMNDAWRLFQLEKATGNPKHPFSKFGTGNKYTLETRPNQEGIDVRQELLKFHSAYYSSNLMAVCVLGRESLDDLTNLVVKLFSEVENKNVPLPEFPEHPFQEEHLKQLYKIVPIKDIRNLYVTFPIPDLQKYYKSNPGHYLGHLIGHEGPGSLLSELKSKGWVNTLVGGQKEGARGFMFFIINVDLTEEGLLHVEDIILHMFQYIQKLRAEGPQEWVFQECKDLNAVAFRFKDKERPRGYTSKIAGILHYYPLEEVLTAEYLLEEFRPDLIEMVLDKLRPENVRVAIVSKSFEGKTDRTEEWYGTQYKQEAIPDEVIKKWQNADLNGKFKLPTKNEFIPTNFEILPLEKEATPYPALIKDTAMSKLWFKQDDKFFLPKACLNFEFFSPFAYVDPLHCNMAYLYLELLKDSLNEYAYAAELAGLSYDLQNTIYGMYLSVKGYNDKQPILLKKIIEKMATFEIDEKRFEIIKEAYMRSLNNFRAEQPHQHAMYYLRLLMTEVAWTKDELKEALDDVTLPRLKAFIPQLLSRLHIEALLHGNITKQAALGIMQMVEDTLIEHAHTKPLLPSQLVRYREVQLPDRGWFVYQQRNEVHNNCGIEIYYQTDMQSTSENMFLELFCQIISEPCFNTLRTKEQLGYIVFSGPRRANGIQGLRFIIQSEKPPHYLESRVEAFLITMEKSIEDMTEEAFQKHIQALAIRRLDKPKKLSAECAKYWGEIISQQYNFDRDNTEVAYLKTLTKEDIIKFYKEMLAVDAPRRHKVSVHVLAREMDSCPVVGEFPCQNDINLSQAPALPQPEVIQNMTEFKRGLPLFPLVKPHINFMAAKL
# CHRM5 PAM: human M5 muscarinic receptor positive allosteric modulators, primary screen, CHO-K1 cells, Fluo-8 calcium fluorescence | CHO-K1 hM5, ACh EC20 PAM; 0% = ACh EC20, 100% = ACh EC100 | activation, % at 3 µM | hit rate 0.3% among 360,000;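 active = activation above the run cutoff, the mean activation of all test compounds plus 3 SD, cut at about 18% in these data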
#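 Assay system: CHO-K1 hM5 cells / Incubation: Fluo-8 loading 80 min at 37 °C plus 30 min room temperature / Technique: Fluo-8 calcium dye fluorescence, kinetic read / Repeats: single replicate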
# CRFBP-R2 agonist: agonists of CRF-BP/CRF-R2 complex, primary screen, cell-based, HEK293, calcium dye fluorescence, uHTS. activation, % at 13.2 µM. CRF-binding protein / CRF receptor 2 complex (human). AID 588473, 2011. hit rate 0.46% among 350,000. calcium dye fluorescence (FLIPR); percent of saturating CRF peptide response;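 active = activation of at least 50%, plus an integration ratio under a set limit after plate pattern correction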;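 also: plate controls were neutral control wells without compound for no effect and CRF at EC100 for full effect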
# CRFBP-R2 block: antagonists of CRF-BP/CRF-R2 complex, primary screen, cell-based, HEK293, calcium dye fluorescence, uHTS; CRF-induced calcium fluorescence; inhibition, % at 11.8 µM; hit rate 0.59% among 350,000; AID 588475, 2011;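 active = inhibition of the ligand-induced calcium signal above about 50% at the single tested concentration, limit read from the data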
# CHRM4 agonist: human M4 muscarinic receptor agonists, primary screen, CHO-K1 cells, Fluo-8 calcium fluorescence. CHO-K1 hM4/Gqi5; vehicle 0%, full acetylcholine response 100%. Muscarinic acetylcholine receptor M4 (Homo sapiens), P08173. AID 624127, 2012. activation, % at 3 µM. hit rate 0.14% among 360,000;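 active = activation above the run mean over all test wells plus 3 SD, cut at about 32% in these data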;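 also: peak over basal fluorescence ratio per well then scaled between controls; 0% = DMSO wells and 100% = acetylcholine at EC100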
# * marks the source's active call; other numbers are inactive results; / = no result given; & = joins results of further samples. An excerpt. The share of hits here may be higher or lower than overall.
SMILES,M5 ag,M4 antag,CHRM4 PAM,M5 antag,IDE cell inh,CHRM5 PAM,CRFBP-R2 agonist,CRFBP-R2 block,CHRM4 agonist
Cn1c[n+](C)cc1C(O)c1ccccc1 (stereo not drawn),-4&-1,-5&0,15&-5,-2&1,-3&0,6&-1,-1.4&1.6,13&4,0&1
COc1ccc(N2C(=O)/C(=C/c3ccco3)C(=O)NC2=S)cc1,0,-1,1,2,-1,-2,4.9,15,3
Cc1nc2ccc(Cl)cc2c(=O)n1-c1ccc([N+](=O)[O-])cc1,-1,-7,-5,4,-1,-1,0.4,-3,5
CCOC(=O)C1(CCc2ccccc2)CCN(C(C)CSC)CC1 (stereo not drawn),-20,13,-5,12,-5,-12,1.1,17,1
C[C@H]1CC[C@@]2(C)[C@@H](CC[C@@H]3[C@@H]2CC[C@]2(C)[C@@H](O)CC[C@@H]32)C1,-1,-8,6,4,-1,2,-2.2,-9,2
COC(=O)C1=C(c2ccc(F)cc2OCc2ccccc2)C[C@@H]2CC[C@H]1N2C(=O)NCc1cc(C)oc1C(F)(F)F,-6,-4,2,7,-3,2,2.0,0,0
O=C1C=C(N2CC2)c2ccccc2C1=O,1,-4,2,0,/,-1,-1.1,-16,2
CCCCn1c(O)c(C(CC)=NCc2cc(OC)cc(OC)c2)c(=O)[nH]c1=O,4,-2,-1,5,12,1,-0.4,-31,2
CC(C)COP(=O)(OCC(C)C)C(O)c1cccnc1 (stereo not drawn),-1,-1,5,-5,-3,-2,-0.7,-5,0
Fc1ccc(CNCCc2c[nH]c3ccccc23)cc1,-3,13,-7,15,-1,-4,-1.7,-19,4
COc1ccc2c3c1OC1C(O)C=CC4[C@@H](C2)N(C)CC[C@]314 (stereo partly drawn),2,-13,-5,-7,1,2,-0.4,1,1
CCN(CC)CC(O)c1ccc(C2CCCC2)cc1 (stereo not drawn),-8,7,-12,0,-2,-3,0.3,-5,1
O=C(C(Cc1ccccc1)NS(=O)(=O)c1cccc2nsnc12)N1CCC2(CC1)OCCO2 (stereo not drawn),0,0,-9,6,-6,-8,0.3,-1,1
CCC(=NCCCn1ccnc1)c1c(O)n(-c2ccccc2)c(=O)[nH]c1=O,-3,3,-7,8,9,-3,0.2,-8,0
CC1CCC(C)(NS(=O)(=O)OCC(Cl)(Cl)Cl)CC1 (stereo not drawn),-7,9,-5,4,3,-5,-1.1,-5,0
CC[N+]12CCC(CC1)C(C(O)(c1ccccc1)c1ccccc1)C2 (stereo not drawn),-18,72*,-44,86*,-3,-32,-0.7,-4,0
C[C@]12CCC3C(CC[C@@H]4[C@H]5O[C@H]5CC[C@]34C)C1CC[C@@H]2O (stereo partly drawn),0,-21,4,-3,/,6,0.0,-16,4
CC(=O)Nc1ccccc1OC(=O)N(C)C,1,3,14,-4,2,7,0.1,-10,0
CN(C)C(=O)Oc1ccc2c(c1)O/C(=C\c1cccc([N+](=O)[O-])c1)C2=O,1,-11,2,1,0,-2,-1.9,26,0
O=C(O)CN1C(=O)CN=C(c2ccccn2)c2cc(Cl)ccc21,0,0,5,2,4,-1,2.2,5,0

# Exported with tabs: 13 of the compounds above.
compound	M5 ag	M4 antag	CHRM4 PAM	M5 antag	IDE cell inh	CHRM5 PAM	CRFBP-R2 agonist	CRFBP-R2 block	CHRM4 agonist
O=C1C=C(N2CC2)c2ccccc2C1=O	1	-4	2	0	/	-1	-1.1	-16	2
CCCCn1c(O)c(C(CC)=NCc2cc(OC)cc(OC)c2)c(=O)[nH]c1=O	4	-2	-1	5	12	1	-0.4	-31	2
CC(C)COP(=O)(OCC(C)C)C(O)c1cccnc1 (stereo not drawn)	-1	-1	5	-5	-3	-2	-0.7	-5	0
Fc1ccc(CNCCc2c[nH]c3ccccc23)cc1	-3	13	-7	15	-1	-4	-1.7	-19	4
COc1ccc2c3c1OC1C(O)C=CC4[C@@H](C2)N(C)CC[C@]314 (stereo partly drawn)	2	-13	-5	-7	1	2	-0.4	1	1
CCN(CC)CC(O)c1ccc(C2CCCC2)cc1 (stereo not drawn)	-8	7	-12	0	-2	-3	0.3	-5	1
O=C(C(Cc1ccccc1)NS(=O)(=O)c1cccc2nsnc12)N1CCC2(CC1)OCCO2 (stereo not drawn)	0	0	-9	6	-6	-8	0.3	-1	1
CCC(=NCCCn1ccnc1)c1c(O)n(-c2ccccc2)c(=O)[nH]c1=O	-3	3	-7	8	9	-3	0.2	-8	0
CC1CCC(C)(NS(=O)(=O)OCC(Cl)(Cl)Cl)CC1 (stereo not drawn)	-7	9	-5	4	3	-5	-1.1	-5	0
CC[N+]12CCC(CC1)C(C(O)(c1ccccc1)c1ccccc1)C2 (stereo not drawn)	-18	72*	-44	86*	-3	-32	-0.7	-4	0
C[C@]12CCC3C(CC[C@@H]4[C@H]5O[C@H]5CC[C@]34C)C1CC[C@@H]2O (stereo partly drawn)	0	-21	4	-3	/	6	0.0	-16	4
CC(=O)Nc1ccccc1OC(=O)N(C)C	1	3	14	-4	2	7	0.1	-10	0
CN(C)C(=O)Oc1ccc2c(c1)O/C(=C\c1cccc([N+](=O)[O-])c1)C2=O	1	-11	2	1	0	-2	-1.9	26	0

# Additional entries follow:
SMILES,M5 ag,M4 antag,CHRM4 PAM,M5 antag,IDE cell inh,CHRM5 PAM,CRFBP-R2 agonist,CRFBP-R2 block,CHRM4 agonist
O=C1NCN(c2ccccc2)C12CCN(C(c1ccnc3ccccc13)c1nnnn1-c1ccc3c(c1)OCCO3)CC2 (stereo not drawn),2,12,-12,11,/,-14,/,/,18
COc1ccc2[nH]c3c(c2c1)CCNC3C (stereo not drawn),-1,8,0,8,-3,-4,-0.6,-1,2
Cc1ccc(-c2nc(N3CCOCC3)s[n+]2-c2ccccc2)cc1,-2,8,8,4,2,3,46,11,0
Cc1cccc([N+](=O)[O-])c1,4,1,2,-1,-3,0,-1.9,11,2
CC(C)(C)C(=O)Cn1c(NCCCl)nc2ccccc21,-3,-2,3,0,6,0,-3.1,32,1
O=c1[nH]c(=O)n(C2CCCCC2)c(O)c1C1NCCc2ccccc21 (stereo not drawn),-1,0,0,-3,5,4,1.7,2,0
CC(=O)OC1N=C(c2ccccc2Cl)c2cc(Br)ccc2NC1=O (stereo not drawn),2,-9,0,7,-2,-3,4.1,-33,4
CC1=NN(c2ccccc2)C(=O)C1/C=C1/C(=O)NC(=O)N(c2cc(C)cc(C)c2)C1=O (stereo not drawn),2,-3,1,2,8,5,-1.1,-12,2
CCn1cc(C(=O)N2CCCCC2)c2ccccc21,-1,-9,2,13,2,-5,-0.3,-17,2
Cc1nc2ccccc2c(=O)n1-c1ccccn1,0,-5,7,2,3,2,-2.5,-26,1
Cc1ccc(C2CC3CCC(C2)N3Cc2ccccc2F)cc1 (stereo not drawn),-19,8,-15,16,/,-10,2.1,-32,4
C[C@H](NC(=O)N1C[C@H]2C[C@@H](C1)c1cccc(=O)n1C2)C(=O)Nc1ccc(F)c(F)c1,1,3,-2,2,0,-3,1.4,-13,0
C/C(=N\Nc1ccccc1)c1c(O)n(-c2ccccc2)c(=O)[nH]c1=O,7,3,-4,-6,-4,5,-0.1,3,6
CN(N)N=Nc1nc2c([nH]1)c(=O)n(C)c(=O)n2C,4,3,-7,3,-2,-3,0.6,6,0
COc1ccc2c(c1)c(C(=O)O)c(C)n2C(C)C,-1,0,-4,5,-2,-1,-0.2,11,0
CN(C(=O)Cc1ccc2c(c1)OCO2)C1CCCN(Cc2ccccc2F)C1 (stereo not drawn),-22,13,-11,-3,4,-15,-1.4,19,1
CCOC(=O)[C@]12Cc3cc(C)ccc3[C@H]1N(C(C)C)C(=O)c1ccccc12,-3,-8,20,-12,/,22*,/,/,-2
O=C1CC[C@@]2(O)[C@H]3Cc4ccc(O)c5c4[C@@]2(CCN3CC2CC2)[C@H]1O5,0,-6,-5,-4,2,-3,0.0,9,1
CC(=O)C1(O)CCC2C3CCC4=C(Cl)C(=O)CCC4(C)C3CCC21C (stereo not drawn),2,-3,4,16,/,-3,2.8,-2,1
CCc1ccc(CN2CCN(Cc3cc(Br)ccc3O)CC2)cc1,-5,2,-11,-3,2,-5,-0.1,-86,-1
CC1=CC(=C2C(=O)NC(=S)NC2=O)C=C(C(F)(F)F)N1C,0,-6,3,-10,0,1,-0.8,0,0
Cc1cc(/C=C2\C(=O)NC(=O)N(c3ccc(Br)cc3)C2=O)c(C)n1-c1cc(C(=O)O)cc(C(=O)O)c1,1,-9,6,-7,4,10,3.1,10,3
CN1CCCC1c1ccc(=O)[nH]c1 (stereo not drawn),2,-8,3,6,/,3,2.4,-13,0
CCCCn1c(N)c(N(CCOC)C(=O)CN2CC=C(c3ccccc3)CC2)c(=O)[nH]c1=O,-1,0,2,9,7,-1,-1.4,0,3
CCc1ccc(N2C(=O)NC(=O)C(Cc3ccc(OC)cc3OC)C2=O)cc1 (stereo not drawn),-2,0,0,-7,0,2,0.3,-10,2
CCOC(=O)Cn1cc(C(=O)c2ccccc2)c2ccccc21,-6,-23,10,-4,-2,-3,-1.6,3,1
CN(C)C1(CNC(=O)Nc2ccc(Cl)c(Cl)c2)CCCCC1,-7,-6,-3,10,-2,-4,1.8,-5,8
CCCC(C)n1[nH]c(=O)c2c1NC(=O)CSC2c1ccc(OC)c(OC)c1 (stereo not drawn),3,-2,5,7,-1,2,-0.9,3,-1
CCOCCCNC(=O)C1c2cc(OC)c(OC)cc2C(=O)N2CCCCC12 (stereo not drawn),3,-2,-3,2,-3,-13,0.4,0,1
c1ccc2nc(N3CCNCC3)ccc2c1,-1&-1,2&6,-9&-3,14&-1,2,-18&-3,-0.4&3.8,-36&-20,1&1
Clc1ccc(C(Cl)(Cl)Cl)c(Cl)c1,2,-16,2,2,0,1,0.0,14,1
C[N+]1([O-])[C@@H]2CC(OC(=O)[C@H](CO)c3ccccc3)C[C@H]1[C@@H]1O[C@@H]12 (stereo partly drawn),-1,99*,-17,98*,1,-18,-2.3,3,2
N#CCP(=S)(c1ccccc1)c1ccccc1,-3,6,-3,1,8,-1,-2.3,15,0
CC1=C(C)CC2(C(=O)NC(=O)NC2=O)C(C)C1 (stereo not drawn),4,-12,5,2,/,9,-0.1,-23,1
CN1CCN(C(=O)Cc2nc3ccccc3[nH]2)CC1,-2,5,-2,5,-3,0,-0.3,-19,1
N=Cc1c(O)n(-c2ccccc2)c(=O)n(-c2ccccc2)c1=O,-1,-5,8,5,-1,6,-1.1,17,1

# Bioassay records: PubChem, several laboratories
